Compound activity from PubChem.
GoLoco inh red: qHTS Assay for Inhibitors of RGS12 GoLoco Motif Activity (Red Fluorophore); Guanine nucleotide-binding protein G(i) subunit alpha-1 (Homo sapiens), P63096; Gai1:RGS12 GoLoco peptide FP, rhodamine, 10 min; Potency, µM (doses to about 61.6 µM), without a hit: at the top dose activity, negative = inhibition, actives largely listed as inhibitors; hit rate 0.44% among 230,000; active = well fitted inhibition curve with a large enough effect, not every such curve was filed as active; inactive = no such curve, though single readings can be large or run the other way; also: % is scaled to controls: 0 for no effect and ±100 for the full control effect; nearly all actives have a fitted effect of over 30% in size; many of its hits are not listed in these tables
Target sequence (P63096 whole entry, looked up): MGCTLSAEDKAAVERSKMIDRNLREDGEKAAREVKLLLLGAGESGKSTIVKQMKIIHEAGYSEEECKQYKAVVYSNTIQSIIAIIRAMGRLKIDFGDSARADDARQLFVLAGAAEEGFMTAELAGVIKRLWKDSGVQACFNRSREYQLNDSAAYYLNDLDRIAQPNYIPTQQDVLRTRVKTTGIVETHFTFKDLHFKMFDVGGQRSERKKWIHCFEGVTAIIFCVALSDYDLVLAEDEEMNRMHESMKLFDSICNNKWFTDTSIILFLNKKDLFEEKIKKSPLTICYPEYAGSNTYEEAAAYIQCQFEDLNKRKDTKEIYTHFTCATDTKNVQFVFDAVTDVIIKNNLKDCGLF
GAA glycogen: qHTS Assay for Inhibitors and Activators of Human alpha-Glucosidase Cleavage of Glycogen; Lysosomal alpha-glucosidase (Homo sapiens), P10253; recombinant GAA, glycogen substrate, Amplex Red glucose oxidase fluorescence; Potency, µM (doses to about 76.4 µM), for the others: at the top dose activity change, negative = inhibition, usual class: inhibitors; hit rate 0.38% among 300,000;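 also: 0% = full enzyme reaction and -100% = no-enzyme basal signal; the screen sought inhibitors and activators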
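Recombinant enzyme (4 nM final) with compounds titrated up to 77 uM and bovine liver glycogen (30 ug) in citrate pH 5.0, 0.01% Tween-20, 37 C 40 min. Released glucose detected by Amplex Red/glucose oxidase (Ex 573/Em 610); AC50 from Hill fits.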
GAA inh: qHTS Assay for Inhibitors of Human alpha-Glucosidase as a Potential Chaperone Treatment of Pompe Disease; purified human GAA, 4-MU-alpha-glucoside fluorescence; hit rate 0.005% among 200,000; Lysosomal alpha-glucosidase (Homo sapiens), P10253; Potency, µM (doses to about 76.9 µM), inactives show at the top dose activity change, negative = inhibition, hits mostly inhibitors;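 also: plate controls were uninhibited enzyme wells for no effect and no-enzyme background for full effect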
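Enzyme (4 nM final) mixed with compound (up to 77 uM), then 4-MU-alpha-D-pyranoside (400 uM final) added; 20 min at room temperature, pH 5.0. Reaction stopped at pH 10, fluorescence read, AC50 derived by Hill fit.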
ALDH1A1 block: qHTS Assay for Inhibitors of Aldehyde Dehydrogenase 1 (ALDH1A1); Purified ALDH1A1, NADH fluorescence, propionaldehyde substrate; Potency, µM (top dose mostly 75.3 µM), for the others: at the highest dose activity, negative = inhibition, most hits filed as inhibitors; hit rate 7.3% among 220,000; AID 1030, 2008; active = well fitted inhibition curve with a large enough effect, not every such curve was filed as active; inconclusive = small, poorly fitted or top-dose-only effect, or another doubt; inactive = no such curve, though single readings can be large or run the other way;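 also: plate controls were no enzyme wells and a reference inhibitor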
KDM4E inh: qHTS Assay for Inhibitors of Human Jumonji Domain Containing 2E (JMJD2E). AID 2147, 2009. hit rate 1.6% among 230,000. JMJD2E catalytic domain, FDH-coupled NADH fluorescence (FDH is formaldehyde dehydrogenase). Potency, µM (doses to about 57.1 µM), without a hit: at the highest dose activity change, negative = inhibition, most hits filed as inhibitors; active = well fitted inhibition curve with a large enough effect, not every such curve was filed as active; inconclusive = small, poorly fitted or top-dose-only effect, or another doubt; inactive = no such curve, though single readings can be large or run the other way;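 also: 0% = wells with enzyme and -100% = buffer wells without enzyme; nearly all actives have a fitted effect of over 50% in size; many of its hits are not listed in these tables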
Target sequence (B2RXH2 1-337 limits assumed): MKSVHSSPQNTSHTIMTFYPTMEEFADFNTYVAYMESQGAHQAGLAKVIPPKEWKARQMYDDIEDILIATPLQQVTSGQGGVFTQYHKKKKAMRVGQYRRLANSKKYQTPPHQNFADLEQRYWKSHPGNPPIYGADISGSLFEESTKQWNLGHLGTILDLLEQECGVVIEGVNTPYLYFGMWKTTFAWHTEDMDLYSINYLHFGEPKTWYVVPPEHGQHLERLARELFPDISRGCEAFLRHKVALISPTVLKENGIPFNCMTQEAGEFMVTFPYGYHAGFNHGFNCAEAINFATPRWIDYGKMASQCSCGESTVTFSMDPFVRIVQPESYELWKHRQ
SMN2 splice enh: qHTS Assay for Enhancers of SMN2 Splice Variant Expression; HEK293 SMN2-luciferase splicing reporter, luminescence, 30-36 h; hit rate 2.8% among 210,000; Potency, µM (doses to about 46.1 µM), inactives show top-dose activity change, positive = activation, actives largely listed as activators; also: % of control where 0% means no effect; nearly all actives have a fitted effect of over 55% in size
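HEK293 cells carry an SMN2 […]–luciferase reporter in which exon 7 inclusion puts luciferase in frame. Cells were plated 10-12 h before compound addition, then incubated 30-36 h at 37C. ONE-Glo luminescence was read; sodium butyrate at 4.5 mM final served as control.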
GLA spleen mod: qHTS Assay for Inhibitors and Activators of Human alpha-Galactosidase From Spleen Homogenate; Alpha-galactosidase A (Homo sapiens), P06280; human spleen homogenate, 4MU-alpha-Gal fluorescence, 40 min; Potency, µM (series often up to 80 µM), for inactives: at the highest dose activity change, negative = inhibition, actives largely listed as inhibitors; hit rate 0.008% among 240,000; AID 2107, 2009;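 also: 0% = enzyme with vehicle and -100% = no enzyme basal signal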
Target sequence (P06280 32-429 limits assumed): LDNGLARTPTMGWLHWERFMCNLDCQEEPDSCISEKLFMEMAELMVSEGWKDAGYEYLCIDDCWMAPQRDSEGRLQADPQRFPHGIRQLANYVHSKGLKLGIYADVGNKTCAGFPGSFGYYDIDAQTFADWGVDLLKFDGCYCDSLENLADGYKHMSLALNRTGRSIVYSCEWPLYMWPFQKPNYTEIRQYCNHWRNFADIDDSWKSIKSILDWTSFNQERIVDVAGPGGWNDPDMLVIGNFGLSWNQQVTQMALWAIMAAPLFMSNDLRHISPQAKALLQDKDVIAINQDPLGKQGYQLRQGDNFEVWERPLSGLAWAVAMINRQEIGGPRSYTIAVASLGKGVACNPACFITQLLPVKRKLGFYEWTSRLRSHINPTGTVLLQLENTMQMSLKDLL
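Human spleen homogenate (1 ug) as enzyme source, 4-methylumbelliferyl-alpha-D-galactopyranoside 1 mM final, citrate/phosphate pH 5.0 with 0.01% Tween-20. Compounds 40 min at 37C, NaOH/glycine stop; fluorescence Ex 365/Em 440, Hill-fit AC50.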
GAA spleen mod: qHTS Assay for Inhibitors and Activators of Human alpha-Glucosidase From Spleen Homogenate. hit rate 0.006% among 240,000. Lysosomal alpha-glucosidase (Homo sapiens), P10253. Potency, µM (top dose mostly 79.9 µM), for inactives: top-dose activity change, negative = inhibition, hits mostly inhibitors. human spleen homogenate, 4-MU-alpha-glucoside fluorescence;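 also: 0% = enzyme with vehicle and -100% = no enzyme basal signal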
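Human spleen homogenate (1 ug) incubated with compounds and 1 mM 4-methylumbelliferyl-alpha-D-glucopyranoside in pH 5.0 citrate/phosphate buffer, 37 C, 40 min. Stopped at pH 10; 4-MU fluorescence (Ex 365/Em 440 nm); AC50 by Hill fit.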
The depositor's hits bear a star; u = inconclusive; x = no result given; [ ] = dose if it differs, or a comment. Unless noted, calls follow the shape of the dose curve; as a rule, active = well fitted curve in the direction sought with a large enough effect; inconclusive = small, poorly fitted or top-dose-only effect, or another doubt; inactive = no such curve, though single readings can be large; an effect the other way counts as inactive or inconclusive. Potency is read from the fitted curve at half-maximal effect.

SMILES	GoLoco inh red	GAA glycogen	GAA inh	ALDH1A1 block	KDM4E inh	SMN2 splice enh	GLA spleen mod	GAA spleen mod
CN(CC(=O)Nc1ccc([N+](=O)[O-])cc1Br)Cc1c(F)cccc1Cl	0.2%	8.6%	-12.0%	10µM*	2.1%	x	6.7%	5.8%
COc1ccc2cc(C(=O)OC(C)C)sc(=O)c2c1OC	3.9%	-3.0%	-6.9%	5.01µM*	-26.3%	4.5%	5.9%	2.2%
CS(=O)(=O)N1CCC[C@@]2(CCN(c3ccncc3)C2)C1	1.9%	x	x	3.0%	x	-14.4%	-2.1%	8.4%
COc1ccc(C2(C(=O)N3CCCC3)CCOCC2)cc1OC	3.6%	4.0%	-3.5%	0.4%	8.4%	-7.7%	-0.3%	7.5%
COc1ccc(Cl)cc1-c1nc(SCC(N)=O)n[nH]1	1.4%	-6.3%	x	x	3.2%	x	7.3%	-19.2%
O=C(N/C(=C\c1ccc([N+](=O)[O-])cc1)C(=O)N1CCCCC1)c1ccccc1Br	6.1%	-8.5%	-5.3%	-4.4%	-0.5%	-16.9%	1.2%	-7.4%
O=C(NC(Cc1ccccc1)c1nc2ccccc2[nH]1)c1cccc([N+](=O)[O-])c1 (configuration not stated)	14.6%	-2.6%	x	x	-9.6%	x	-8.8%	-1.5%
Cc1ccc(N=Nc2c(=O)[nH]n3c(C)cc(C)nc23)cc1	6.0%	5.5%	-3.9%	-9.3%	-5.9%	-24.3%	-14.0%	-6.9%
COc1cccc(/C=N/NC(=O)C(=O)Nc2ccccc2OC(F)(F)C(F)F)c1O	12.2%	-2.8%	u	1.4%	u	-106.1%[inhibitor]	-5.9%	-9.6%
CC1CCN(C(C)C(=O)Nc2ccccc2-c2ccccc2)CC1 (configuration not stated)	4.3%	6.5%	-3.5%	-10.8%	-25.8%	-14.0%	4.0%	-2.2%
Cc1[nH]c2ccccc2c1C(=O)C(=O)N1CC=C(c2ccccc2)CC1	-3.3%	-1.1%	-3.3%	3.8%	-3.7%	-55.3%[inhibitor]	1.9%	-6.6%
COC(=O)c1sc(NC(=O)C2c3ccccc3Oc3ccccc32)c(C(=O)OC)c1C	37.3%[activator]	13.6%	-0.4%	23.9%	7.4%	-38.5%[inhibitor]	8.1%	-1.6%
Cc1ccc(SCCNC(=O)/C=C/c2ccc(Cl)cc2)cc1	-8.9%	0.6%	2.4%	-14.3%	-8.1%	u	-5.5%	-3.1%
COc1ccc(N2CC(O)=C(c3nc(-c4ccc(F)cc4)cs3)C2=N)cc1Cl	30.1%[activator]	-3.4%	-4.1%	2.0%	u	-4.4%	-5.3%	-0.3%
CC(C)c1ccc(NC(=O)C[n+]2ccn(C3=C([O-])c4ccccc4C3=O)c2)cc1	10.1%	-3.4%	9.0%	u	-7.9%	-16.4%	-4.7%	0.7%
O=S(=O)(/C=C/c1ccccc1)NC1CCCCCC1	-9.6%	3.6%	7.3%	1.3%	-1.5%	-50.4%[inhibitor]	-0.5%	-5.1%
NNC(=O)c1snnc1-c1ccccc1	1.0%	u	x	x	35.3%[activator]	x	-2.3%	2.2%
CCn1c(CNC(=O)c2ccccc2F)nnc1SCC(=O)NC1CCCCC1	10.7%	10.0%	10.0%	3.5%	-19.0%	x	-1.3%	3.2%
N#CC(C#N)=C1C=CC=CN1/C(=C\c1ccco1)C(=O)c1ccc(Br)cc1	6.5%	3.0%	u	u	-5.4%	-108.5%[inhibitor]	1.3%	-0.3%
CCCCNC(=O)C(=O)NCc1ccncc1	-4.6%	3.3%	x	x	5.3%	x	-1.5%	10.1%
COc1cc(-c2nc3ccc4ccccc4c3c3c2CCC3)cc(OC)c1O	0.0%	-16.2%	-13.6%	-13.4%	u	13.4%	-0.8%	-14.4%
O=C(CC1S/C(=N/N=C/c2cccs2)NC1=O)Nc1ccc(Cl)c(Cl)c1 (configuration not stated)	-17.2%	-3.1%	-15.0%	6.8%	3.5%	5.8%	4.4%	-1.5%
O=C1CCCN1CCC1CCN(C(=O)Nc2ccccc2)CC1	-0.1%	0.7%	u	u	u	u	-7.9%	-3.9%
O=C(Cn1cnc2c(cnn2-c2ccccc2)c1=O)Nc1cc(S(=O)(=O)N2CCOCC2)ccc1Cl	29.4%	-4.1%	-6.9%	-11.4%	u	-37.4%[inhibitor]	5.0%	4.9%
CCCCCCCCCCn1ccc(=N)cc1	-7.4%	5.0%	x	x	0.0%	x	5.1%	-1.0%

More structures follow.
SMILES	GoLoco inh red	GAA glycogen	GAA inh	ALDH1A1 block	KDM4E inh	SMN2 splice enh	GLA spleen mod	GAA spleen mod
COc1cccc(-n2cc(CNCc3c(C(=O)N(C)C)nc4ccc(Cl)cn34)cn2)c1	-7.7%	1.7%	0.2%	-3.9%	-18.1%	x	-2.5%	-1.6%
CCOc1ccc(NC(=S)NNc2ccnc3cc(Cl)ccc23)cc1	-2.2%	-15.7%	-3.7%	3.16µM*	-8.4%	-67.2%[inhibitor]	-18.4%	-16.5%
C[C@@H]1C[C@@H]2OC(=O)[C@]3(C)[C@H]2[C@@H](OC3(C)O)[C@]2(C)C(=O)C=C[C@H]12 (some centres not stated)	-3.7%	-11.6%	x	x	7.2%	x	3.6%	0.0%
COc1ccc(NC(=O)c2csc3c2CCCC3)cc1	-3.4%	-1.4%	1.9%	2.0%	-1.1%	12.6µM*	6.0%	-1.0%
CCN(CC)S(=O)(=O)c1c(OC)cc(C)c(Cl)c1C	4.0%	13.5%	5.6%	5.0%	2.9%	x	-0.8%	-7.5%
O=C(N1CCCCC1)N1CCN(S(=O)(=O)c2ccc(Cl)cc2)CC1	4.5%	6.7%	4.7%	2.0%	10.9%	x	-9.3%	-3.1%
C/C(CC(=O)Nc1cccc2c1CCCC2)=N\NC(=O)c1cccc2ccccc12	-3.2%	-9.1%	-1.6%	-7.5%	u	0.9%	8.5%	3.2%
Cc1ccc(NC2=NC(c3ccc(F)cc3)n3c(nc(C)cc3=O)N2)cc1 (configuration not stated)	8.0%	2.5%	x	x	-2.4%	x	-2.2%	-0.6%
O=C(CSc1ncnc2c1cnn2-c1ccccc1)Nc1ccc2c(c1)OCO2	6.9%	-2.2%	5.6%	u	-2.5%	-14.8%	-2.4%	-10.2%
O=C1c2ccccc2C(=O)N1Cc1cc(-c2ccccc2Cl)no1	-19.2%	-2.8%	0.1%	2.1%	2.3%	-12.9%	-14.0%	-1.6%
Cc1ccc(S(=O)(=O)CCC(=O)Nc2cccc([N+](=O)[O-])c2)cc1	8.9%	u	-11.9%	-9.4%	4.8%	-21.8%	-6.3%	1.3%
Cc1ccc(C)c(N2CCN(C(=O)c3csc4ccccc34)CC2)c1	13.3%	3.0%	2.0%	u	-10.4%	-13.7%	2.5%	0.8%
COc1ccc(N=N/C(C(C)=O)=C(/C)O)cc1	9.0%	-12.2%	-0.1%	0.5%	3.9%	x	-1.1%	-3.2%
O=C(NC1CCCCC1)C(c1ccco1)N(Cc1cccs1)C(=O)Cn1nnc2ccccc21 (configuration not stated)	-9.5%	-7.3%	-3.6%	3.4%	-4.3%	-0.8%	-9.8%	-1.6%
O=C(COc1ccc(Cl)cc1)NCc1nnc(SCC(=O)N2CCCCC2)o1	-4.8%	-11.1%	-27.1%	-5.6%	-3.7%	-27.1%	-0.2%	-4.3%
CN1CCN(CCCNC(=O)c2cc3c(-c4ccc(Cl)cc4)nn(C)c3s2)CC1	17.2%	21.6%	-15.1%	u	u	-28.6%	-4.3%	-4.1%
CN1CCN(C(=O)/C=C/c2ccc([N+](=O)[O-])cc2)CC1	6.6%	-1.3%	-3.6%	-9.3%	-1.8%	5.7%	-0.2%	-3.8%
COc1cc(NCc2ccc3nc(N)nc(N)c3c2C)cc(OC)c1OC	2.3%	x	x	u	x	x	10.8%	1.1%
Cc1ccc(C(=O)NC2CCN(S(=O)(=O)c3ccc(C)cc3)CC2)cc1	9.3%	15.7%	13.3%	0.7%	8.2%	x	-5.7%	0.7%
CCc1nc2ccccc2c(NC(=O)CN2CC(C)CC(C)C2)c1C (configuration not stated)	8.4%	-3.0%	3.6%[15.4 µM]	4.8%	9.9%	-2.8%	-12.3%	-2.9%
NC(=O)CC(NC(=O)Cc1ccc(Cl)cc1)c1ccc(NC2CCCCC2)c([N+](=O)[O-])c1 (configuration not stated)	7.0%	0.9%	x	x	8.2%	x	-2.3%	5.1%
NC(=O)CN1C(=O)C2C3C=CC(C3)C2C1=O (configuration not stated)	-9.8%	13.9%	-15.7%	6.5%	-4.2%	4.5%	9.5%	3.7%
CCO[C@@H]1OC(C(=O)N2CCN(Cc3ccccc3)CC2)=C[C@H](C)[C@H]1CCCO	-14.7%	-0.9%	x	u	-15.6%	x	-11.9%	0.8%
CCC(NC(=O)c1ccccc1NC(=O)c1ccco1)C(=O)NC1CCCCC1 (configuration not stated)	2.4%	13.9%	-19.5%	260.5%[activator]	x	-25.0%	-0.4%	-1.4%
Cc1c(=O)n(OCc2ccccn2)c2ccccc2[n+]1[O-]	107.3%[activator]	3.1%	-0.9%	u	u	x	-2.3%	-9.4%
CSc1nc2c(cc1C#N)C(=O)CC(C)(C)C2	17.5%	-11.0%	u	-16.1%	-11.9%	-0.4%	-0.4%	6.1%

Structures above marked active in SMN2 splice enh:
SMILES	GoLoco inh red	GAA glycogen	GAA inh	ALDH1A1 block	KDM4E inh	SMN2 splice enh	GLA spleen mod	GAA spleen mod
COc1ccc(NC(=O)c2csc3c2CCCC3)cc1	-3.4%	-1.4%	1.9%	2.0%	-1.1%	12.6µM*	6.0%	-1.0%

This is a subset; rates above refer to the full screens.
